H9c2 TAG inh – reduces triacylglycerol accumulation in H9c2 cells. Nile Red lipid (TAG) fluorescence; cells loaded with 200 µM oleic acid. inhibition, % at 12.5 µM. actives 0.66% (n = 230,000). AID 651582;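 active = pattern-corrected inhibition of lipid staining of at least 50% with the nuclear-stain viability signal not falling by more than 50%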;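 note: 0% = DMSO wells and 100% = triacsin C control wells; some results filed as inactive read as strong as hits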
H9c2 TAG inh DAPI viability – recorded beside H9c2 TAG inh, whose call it bears; DAPI nuclei signal change (viability), lower = more cytotoxic, %;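 whole-well DAPI fluorescence read on a plate reader as a viability signal; minus 50 percent equals half of cells still viable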
* hit, by the source's call. These rows are one share of the data; the hit share may differ from the screen's.

SMILES	H9c2 TAG inh	H9c2 TAG inh DAPI viability
O=C(c1ccc2c(c1)OCCO2)N1CCN(c2ncc(C(F)(F)F)cc2Cl)CC1	-41	1
O=C1c2ccccc2NC(c2cnc3ccccc3n2)N1O (stereo not drawn)	13	0
O=C1CCC(C(=O)N2CCC(CCO)CC2)CN1Cc1ccc(Cl)cc1 (stereo not drawn)	9	-11
Cc1ccc(OCCCC(=O)Nc2cc(S(=O)(=O)N3CCOCC3)ccc2N2CCOCC2)cc1	18	-1
CCCN1C(C)C(C(=O)OCC)=CN(Cc2ccc(Br)cc2)S1(=O)=O (stereo not drawn)	-15	5
Cc1ccc(CSCC(=O)Nc2cc(S(=O)(=O)N3CCOCC3)ccc2OCC(F)(F)F)cc1	9	-1
CCN(CC)CCNC(=O)Cn1nc(Cc2cccnc2)c2ccccc2c1=O	0	-6
COc1ccc(O)c(C(=O)c2cnc3c(c2)c(-c2ccc(F)cc2)c(C#N)c(=O)n3C)c1	8	-5
CCOc1ccc(NC(=O)CCC(=O)N/N=C/c2ccc3c(c2)OCO3)cc1	3	-4
C=CCn1c(O)c(N=NC(=O)CNC(=O)/C=C/c2ccc(OC)cc2)c2ccccc21	14	-6
CC1Sc2ccccc2N(Cc2ccc(OC(F)(F)F)cc2)C1=O (stereo not drawn)	-16	1
CCOC(=O)c1c(C)[nH]c(C(=O)CN(C)CC(=O)Nc2ccccc2Cl)c1C	8	3
CSc1cccc(NC(=O)Nc2ccccc2)c1	-12	1
NS(=O)(=O)c1cccc(NC(=O)CSc2nc3ccccc3[nH]2)c1	10	-4
Cc1cc(N2CCN(C)CC2)ccc1NC(=O)c1c2c(nc3ccccc13)CCN(Cc1ccccc1)C2	72	-57
CCN(CC)C(=O)[C@H]1C[C@H](CC(=O)NCc2ccco2)C(=O)N2CCc3c([nH]c4cc(-c5ccco5)ccc34)[C@]12C	3	19
Cc1nn(Cc2ccccc2)c2c1C(c1ccco1)C(C#N)=C(N)O2 (stereo not drawn)	-17	-3
On1nnc2cc(C(F)(F)F)ccc21	8	-3
COc1ccc(-c2nc3c4ccccc4ccn3c2C=O)cc1	-8	8
Cc1ccc(C(=O)OC2CCS(=O)(=O)c3sccc32)cc1 (stereo not drawn)	-22	2
COc1ccc(OC)c(C2C(C(=O)Nc3ccc(F)cc3)=C(C)Nc3nc(CCCO)nn32)c1 (stereo not drawn)	14	-20
CC(C)(C)OC(=O)C[C@@H]1C/C=C\C[C@H](CC(=O)NCCO)C(=O)N[C@@H](c2ccccc2)COC1=O	10	10
CC(=O)c1c(C)[nH]c(C(=O)CN2CCN(S(=O)(=O)c3ccc(C(C)C)cc3)CC2)c1C	-27	6
CN(Cc1ccccc1)Cc1ccccc1F	5	-4
C=CCOC(=O)C1=C(C)Nc2nnnn2C1c1cc(OC)ccc1OC (stereo not drawn)	3	5
O=C(C1CCCCC1)N1C[C@H](n2cc(-c3ccc(F)cc3)nn2)[C@@H](O)C[C@@H]1c1ccccc1	8	1
Cc1nnc(NC(=O)C(C)Sc2nnc(CNC(=O)c3ccccc3F)n2C)s1 (stereo not drawn)	12	2
O=C(NN=C1CCC(=NNC(=O)c2cccnc2)CC1)c1cccnc1	6	-9
CCN(CC)CCNC(=O)CS(=O)Cc1nc(-c2ccc(C)cc2)oc1C (stereo not drawn)	10	-9
CC1CCc2nc(NC(=O)CN3CCN(c4ccc(F)cc4)CC3)sc2C1 (stereo not drawn)	31	-6
O=C(O)C(F)=C1c2ccccc2-c2ccccc21	-4	4
O=C(CSc1nc(=O)n(CCN2CCOCC2)c2c1CCCC2)Nc1ccc(F)cc1F	1	3
COc1cc(/C=N/Nc2ccc(S(N)(=O)=O)cc2)cc(OC)c1OC	8	28
O=S(=O)(Nc1ccc(-n2cnnn2)cc1)c1ccc(Cl)cc1	-3	0
Clc1ccc(N2CCN(/N=C/c3ccncc3)CC2)cc1	-10	-2
O=C(COC(=O)c1sc2ccccc2c1Cl)NC1CCCCC1	1	7
CC(C)Cc1cc(C(=O)Nc2cccnc2)no1	-6	-4
CSc1ncccc1C(=O)Nc1nnc(C2CC2)s1	12	21
CC1(C(=O)NCc2ccc(C(F)(F)F)cc2)CCN1C1Cc2ccccc2C1 (stereo not drawn)	-13	4
CCCC(=O)Nc1cc(C)c(NC(=O)c2ccncc2)cn1	-2	3

Shown bar-delimited: entries from further up
Compound | H9c2 TAG inh | H9c2 TAG inh DAPI viability
CCN(CC)CCNC(=O)CS(=O)Cc1nc(-c2ccc(C)cc2)oc1C (stereo not drawn) | 10 | -9
CC1CCc2nc(NC(=O)CN3CCN(c4ccc(F)cc4)CC3)sc2C1 (stereo not drawn) | 31 | -6
O=C(O)C(F)=C1c2ccccc2-c2ccccc21 | -4 | 4
O=C(CSc1nc(=O)n(CCN2CCOCC2)c2c1CCCC2)Nc1ccc(F)cc1F | 1 | 3

Returning to the listing, repeating the 2 entries before the break.
SMILES	H9c2 TAG inh	H9c2 TAG inh DAPI viability
CC1(C(=O)NCc2ccc(C(F)(F)F)cc2)CCN1C1Cc2ccccc2C1 (stereo not drawn)	-13	4
CCCC(=O)Nc1cc(C)c(NC(=O)c2ccncc2)cn1	-2	3
O=C(Nc1cc(C(F)(F)F)ccc1-n1cncn1)c1ccc(-c2ccccc2)cc1	28	-1
COc1cc(/C=C/C(=O)OCC(=O)NC2CC2)cc(S(=O)(=O)N2CCc3ccccc32)c1OC	3	-8
O=C(NCCCn1ccnc1)Nc1cccc(Cl)c1	-23	12
COc1cccc(OCc2cc(/C=N/Nc3ccc(C(=O)O)cc3)ccc2OC)c1	18	-6
CCC(C)(C)NC(=O)CN(C(=O)c1csnn1)c1cccc2c1CCCC2	3	-10
Cc1ccc(-c2cc(Cc3ccccc3)c(=O)[nH]n2)cc1	6	-3
O=C(/C(C=Nc1cc2c(oc1=O)CCCC2=O)=C(\O)c1ccccc1)c1ccccc1	8	-2
CCCCOC(=O)c1ccc(NC(=O)C(=O)NCc2ccccn2)cc1	1	6
O=C(Nc1nnc([C@@H]2C[C@H](O)[C@@H](CO)O2)s1)Nc1ccccc1Oc1ccccc1	6	4
COc1cc2c(cc1OC)-c1cc3ccc(OC)c(OC)c3c[n+]1CC2	-2	2
CNc1nc(-c2ccc3c(c2)CCN3C(=O)c2ccccc2C)cs1	6	-6
Cc1ccc(C)c(C(=O)CCC(=O)NNC(=O)c2cccs2)c1	-17	-2
Cc1ccc(-n2c(-c3ccncc3)nnc2-c2ccco2)cc1	8	1
COc1ccc(Cl)cc1Nc1nc(Cl)nc(NCCO)n1	5	7
CCOC(=O)C1(C)CCCCCN1C(=O)c1snnc1C (stereo not drawn)	16	-33
Cc1ccc(NC(=O)Cn2c(=O)ccn(Cc3ccccc3)c2=O)cc1S(=O)(=O)N1CCOCC1	15	-3
O=C(NC12CC3CC(CC(C3)C1)C2)C1CCCN1C(=O)NC1CCCCC1 (stereo not drawn)	-37	4
CCOC(=O)N1CCN(C(=O)CSC2=NS(=O)(=O)c3cc(F)ccc3N2)CC1	18	3
CC(=O)c1ccc(NC(=O)C(C)N(C)CC(=O)Nc2ccc(Cl)cc2)cc1 (stereo not drawn)	-3	-9
O=C(N/N=C/c1ccncc1)c1ccc(NS(=O)(=O)c2cccs2)cc1	0	-8

Continued; it opens with the 2 that closed the last part.
SMILES	H9c2 TAG inh	H9c2 TAG inh DAPI viability
CC(=O)c1ccc(NC(=O)C(C)N(C)CC(=O)Nc2ccc(Cl)cc2)cc1 (stereo not drawn)	-3	-9
O=C(N/N=C/c1ccncc1)c1ccc(NS(=O)(=O)c2cccs2)cc1	0	-8
CCOC(=O)N1CCC(N2C(=O)c3ccc(C(=O)Nc4ccc(F)cc4F)cc3C2=O)CC1	18	-8
CCOC(=O)c1cc(=O)n2c(nc3ccccc32)[nH]1	-26	13
CN1CCNC(=O)C1CC(=O)NCC1(c2ccccc2)CCCCC1 (stereo not drawn)	16	-3
CCOC(=O)c1ccccc1NC(=O)COC(=O)C(CC)Oc1ccccc1 (stereo not drawn)	-7	12
Cc1ccc2ccccc2c1C(O)c1ncc(-c2ccccc2)[nH]1 (stereo not drawn)	-11	1
O=c1[nH]c2ccccc2nc1-c1ccc(Cl)cc1	9	5
O=C(NC1CC1)c1scc2c1OCCO2	-16	1
CCOc1cc(N2CCOCC2)c(OCC)cc1NC(=O)CN1C(=O)NC2(CCc3ccccc32)C1=O (stereo not drawn)	46	-20
Cc1nc(Nc2ccccc2)sc1C(=O)Nc1ccccc1	3	1
CC(=O)c1ccc(OCC(=O)OCC(=O)NCc2ccco2)cc1	9	-1
Cc1ccc(C(=O)OCC(=O)NC2CCCC(C)C2C)cc1S(=O)(=O)N1CCCCC1 (stereo not drawn)	-18	-3
COc1ccc(-c2nc(-c3ccc(NC(=O)c4ccncc4)cc3)no2)cc1OC	-27	-6
COc1ccc(OC)c(NC(=O)COC(=O)COc2ccc(Nc3ccccc3)cc2)c1	-5	1
Cc1nc(S(=O)(=O)N2CCN(C3c4ccccc4-c4ccccc43)CC2)cn1C	0	5
Cn1c(=O)c2cc(NC(=S)NC3CC3)ccc2n1Cc1ccccc1	5	12
CCOCC(=O)OCC(=O)NC12CC3CC(CC(C3)C1)C2	-9	3
C[C@H](O)C#Cc1cnc2c(c1)C(=O)N([C@H](C)CO)C[C@@H](C)[C@H](CN(C)C(=O)Nc1ccc(C(F)(F)F)cc1)O2	-11	-2
Cn1cc(Br)c(C(=O)NC2CCCCCC2)n1	-10	4
CC1CCN(CC(O)COC2CC(C)CC(C)(C)C2)CC1 (stereo not drawn)	7	3
O=C(CN1CCN(c2cccc(Cl)c2)CC1)Nc1ccc(S(=O)(=O)N2CCOCC2)cc1	-4	4
CCOC(=O)C1=C(COC(=O)CCCOc2ccccc2)NC(=O)NC1C (stereo not drawn)	2	-2
Cc1cccc(Oc2ccc(N)cc2)c1	4	-7
Cn1cc(-c2cccc3nncn23)cn1	2	-10
Nc1ccc(S(=O)(=O)NN=CC=Cc2ccccc2[N+](=O)[O-])cc1	1	-6
CCc1n[nH]c(=S)n1/N=C/c1cccc2ccccc12	6	2
NC(=S)Nc1ccccc1Br	3	-11
Cc1ccc(C(=O)OCC(=O)Nc2ccc3[nH]c(=O)[nH]c3c2)cc1[N+](=O)[O-]	-8	3
O=C(NCc1ccco1)c1ccc(Cn2c(=O)c3sccc3n(Cc3ccc(F)cc3)c2=O)cc1	11	-6
O=C(O)CCC(=O)c1ccc2c(c1)OCCCO2	-17	12
O=C(Nc1ccc(F)cc1F)c1ccc(S(=O)(=O)NCc2ccco2)cc1	-2	0
CC(C)OP(=O)(OC(C)C)C(Nc1ccc([N+](=O)[O-])cc1)c1cccc([N+](=O)[O-])c1 (stereo not drawn)	0	-7
O=C(c1ccco1)N1CCN(C(=O)c2cc(-c3ccccn3)nc3ccc(Cl)cc23)CC1	-4	1
Cc1nnc(-c2ccccc2)nc1N(C)C	2	-11
CC(C)(O)C(=O)NNC(=S)Nc1cccc(C(F)(F)F)c1	2	14
CCc1ccccc1NS(=O)(=O)c1cc(C)ccc1OC	0	-8
COc1cc(C(=O)c2ccccc2)c([N+](=O)[O-])cc1OC	1	-2
COc1cccc(CNc2nc3cc(-c4ccc(F)cc4)sc3c(=O)n2C)c1	-1	1
Cc1cccc(C)c1NC(=O)CN(C)C(=O)c1ccc(-n2cncn2)c([N+](=O)[O-])c1	-9	4
CC(C)c1ccc(S(=O)(=O)N2CCN(C(=O)CN3C(=O)NC4(CCCC4)C3=O)CC2)cc1	-10	4
O=C1C=CC(=O)N1	10	-2

Structural class: the compounds so far with a COOH group
SMILES	H9c2 TAG inh	H9c2 TAG inh DAPI viability
O=C(O)C(F)=C1c2ccccc2-c2ccccc21	-4	4
COc1cccc(OCc2cc(/C=N/Nc3ccc(C(=O)O)cc3)ccc2OC)c1	18	-6
O=C(O)CCC(=O)c1ccc2c(c1)OCCCO2	-17	12

New compounds follow:
SMILES	H9c2 TAG inh	H9c2 TAG inh DAPI viability
CCCCCC(=O)Nc1cccc(C2=NOC3(C2)C[C@@H](C(N)=O)N(C(=O)c2ccc(OC)cc2)C3)c1 (stereo partly drawn)	3	1
COc1ccc(Cn2c(C)c(C)c(C#N)c2NC(=O)Nc2ccc(F)cc2)cc1	-5	-5
CCOC(=O)C1=CN(Cc2cccc(Br)c2)S(=O)(=O)N(C)C1C (stereo not drawn)	9	-5
CCCCN(C(=O)c1cccc(S(=O)(=O)N2CCN(Cc3ccccc3)CC2)c1)c1ccccc1	-16	3
O=C(Nc1cc(C(F)(F)F)ccc1Cl)c1cccnc1	0	-5
CN1C(C)(C)CC(=NO)CC1(C)C	1	6
CC(C)(C)NC(=O)NC(=O)COC(=O)CNC(=O)c1cc(Cl)cc([N+](=O)[O-])c1	2	2
O=C(N/N=C/c1cc2c(cc1[N+](=O)[O-])OCO2)c1cccnc1	-5	3
Cc1ccc(C(=O)N/N=C\c2cc(Br)c(Br)o2)cn1	1	-2
CCOC(=O)c1ccc(Nc2ncnc3nc[nH]c23)cc1	-2	7
Cc1ccc(NC(=O)Nn2cnnc2)c(C)c1	-1	3
CCOC(=O)c1cc(C)n(-c2ccccc2)c1C	-4	2
NC(=O)c1nnn(-c2ccc([N+](=O)[O-])cc2)c1-c1ccccc1	-2	0
Fc1ccc(NC(=S)Nc2ccc3nccnc3c2)cc1	5	5
COc1cccc(/C=C/C(=O)NNC(=O)CCN2CCN(Cc3ccccc3)CC2)c1	9	-2
O=C(CSc1nc2c(c(=O)n1-c1ccc(Br)cc1)SCC2)Nc1nccs1	-16	-8
COc1cc(C=O)ccc1Oc1ccc(S(=O)(=O)N2CCOCC2)cc1[N+](=O)[O-]	-8	-3
CN(Cc1cnccn1)C(=O)CC1C(=O)NCCN1Cc1cccc(F)c1 (stereo not drawn)	-1	-1
CCOC(=O)CNC(=O)CSc1nnc(-c2c[nH]c3ccccc23)n1CC	10	-2
C[C@@H]1CN([C@@H](C)CO)C(=O)CCCn2nncc2CO[C@@H]1CN(C)C(=O)Nc1ccc(C(C)(C)C)cc1	-3	-6
CC1(C(=O)O)CCC(C(=O)Nc2ccccc2)C1(C)C (stereo not drawn)	15	-15
CCN(CC)C(=O)c1cc2c(=O)n3ccccc3nc2s1	28	13

Screening data from PubChem BioAssay.
